# ELG1 genotox – qHTS screen for small molecules that induce genotoxicity in human embryonic kidney (HEK293T) cells expressing luciferase-tagged ELG1. HEK293T ELG1-luciferase reporter, luminescence, 16 h. Potency, µM (titrated, usually from 46 µM), for inactives: at the top dose activity change, positive = activation, usual class: activators. actives 1.3% (n = 330,000). AID 504466, 2011; note: % of control where 0% means no effect; nearly all actives have a fitted effect of over 60% in size
#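 HEK293T cells expressing luciferase-tagged ELG1 were treated with compound or DMSO for 16 hr at 37°C. Luciferase activity was then read after 30 min with ONE-Glo at room temperature; rising signal flags genetic stress.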
# Rab9 promoter act – qHTS Assay for Rab9 Promoter Activators | AID 485297, 2010 | Huh7 Rab9 promoter-luciferase reporter, luminescence, 24 h | actives 2.8% (n = 320,000) | Potency, µM (top dose mostly 9.22 µM), without a hit: top-dose activation, negative = inhibition, hits mostly activators; note: % of control where 0% means no effect; nearly all actives have a fitted effect of over 60% in size
#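 Using Huh7 cells stably transfected with Rab9 promoter–luciferase, compounds were incubated 24 h at 37 °C, 5% CO2; luciferase luminescence was read 10 min after reagent addition.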
# uPA generation – qHTS for Inhibitors of Cell Surface uPA Generation; actives 0.31% (n = 330,000); AID 540303, 2011; Potency, µM (titrated, usually from 38.3 µM), for the others: at the top dose activity change, negative = inhibition, usual class: inhibitors; cell surface uPA generation assay, qHTS; active = well fitted inhibition curve with a large enough effect; inconclusive = small, poorly fitted or top-dose-only effect; inactive = no such curve, though single readings can be large or run the other way; tested in mouse RAW 264.7 cells; note: % is set by controls: 0 for no effect and ±100 for the full control effect; nearly all actives have a fitted effect of over 55% in size
# MLL CXXC-DNA inh – qHTS Fluorescence Polarization Assay for Inhibitors of MLL CXXC domain - DNA interaction | Potency, µM (series often up to 115 µM), without a hit: at the highest dose activity change, negative = inhibition, usual class: inhibitors | MLL-CXXC / FITC-HOXA9 DNA fluorescence polarization | AID 2662, 2010 | actives 0.037% (n = 290,000); active = well fitted inhibition curve with a large enough effect in the polarisation, with a control signal flat, not every such curve was filed as active; inconclusive = small, poorly fitted or top-dose-only effect, or effect the other way, or a change in a side signal; inactive = no such curve, though single readings can be large or run the other way; the % refers to the polarisation
#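 Fluorescence polarization: 7 uM MLL-CXXC (stock) preincubated 5 min with compounds, then 50 nM fluorescein-HOX-A9 DNA (stock) added; 30 min ambient. Buffer 50 mM Tris-HCl pH 7.5, 50 mM NaCl, 1 mM DTT, 0.05% BSA.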
# p53 reactivation – qHTS assay for re-activators of p53 using a Luc reporter; H1299 p53-A138V BP100-luciferase reporter, luminescence, 24 h; Potency, µM (titrated, usually from 92.2 µM), for inactives: at the highest dose activity change, positive = activation, actives largely listed as activators; AID 504706, 2011; actives 0.063% (n = 320,000); note: % of control where 0% means no effect; nearly all actives have a fitted effect of over 45% in size
#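 p53-null H1299 cells stably carrying temperature-sensitive p53-A138V and a BP100-luciferase reporter were pinned with compounds (4-point, 1:5 series) and held 24 hrs at 37 deg C. Luminescence was read 10 min after detection reagent.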
# NPC1 prom act – qHTS Assay for NPC1 Promoter Activators; Potency, µM (series often up to 9.22 µM), inactives show at the highest dose activation, most hits filed as activators; actives 2.4% (n = 320,000); Huh7 NPC1 promoter luciferase reporter, 24 h;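 note: % of control where 0% means no effect; nearly all actives have a fitted effect of over 60% in size; reporter is driven by a mutant NPC1 promoter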
#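 Quantitative HTS used a cell-based reporter: Huh7 cells stably bearing the NPC1 promoter upstream of luciferase were treated with compounds for 24 h, and promoter activation was read as luminescence.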
# VP16 counter – VP16 counterscreen qHTS for inhibitors of ROR gamma transcriptional activity; Drosophila S2 Gal4-VP16 UAS-luciferase, luminescence, 20 h; actives 3.5% (n = 310,000); AID 2546, 2010; Potency, µM (titrated, usually from 53.6 µM), without a hit: at the top dose activity, negative = inhibition, most hits filed as inhibitors;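 note: Gal4-VP16 expression switched on by copper sulfate through the metallothionein promoter; % is set by controls: 0 for no effect and ±100 for the full control effect; nearly all actives have a fitted effect of over 50% in size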
# MBNL1 CUG block – qHTS Assay for Inhibitors of MBNL1-poly(CUG) RNA binding; actives 0.036% (n = 280,000); AID 2675, 2010; TR-FRET MBNL1-His/biotin-(CUG)12 binding, 665/545 ratio; Potency, µM (titrated, usually from 57.5 µM), for inactives: at the highest dose activity change, negative = inhibition, most hits filed as inhibitors; Muscleblind-like protein 1 (Homo sapiens), Q9NR56; active = well fitted inhibition curve with a large enough effect in the signal ratio, with a control signal flat, not every such curve was filed as active; inconclusive = small, poorly fitted or top-dose-only effect, or effect the other way, or a change in a side signal; inactive = no such curve, though single readings can be large or run the other way; the % refers to the signal ratio; note: % is set by controls: 0 for no effect and ±100 for the full control effect
# Target sequence (Q9NR56 whole entry, looked up): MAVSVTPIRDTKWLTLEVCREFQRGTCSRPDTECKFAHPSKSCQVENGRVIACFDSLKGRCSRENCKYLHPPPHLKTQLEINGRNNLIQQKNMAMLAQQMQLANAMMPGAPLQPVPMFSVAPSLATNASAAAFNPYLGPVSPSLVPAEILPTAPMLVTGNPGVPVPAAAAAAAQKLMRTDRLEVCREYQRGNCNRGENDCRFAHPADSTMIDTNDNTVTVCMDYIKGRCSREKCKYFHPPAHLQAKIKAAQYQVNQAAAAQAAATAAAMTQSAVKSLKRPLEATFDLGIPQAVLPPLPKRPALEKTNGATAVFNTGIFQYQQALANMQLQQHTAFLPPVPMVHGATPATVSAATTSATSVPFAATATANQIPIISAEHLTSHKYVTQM
#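 Inhibition of protein-RNA binding appears as loss of TR-FRET between terbium anti-His antibody on MBNL1-His and streptavidin-XL665 on biotin-(CUG)12. Activity is normalized to buffer-only and uninhibited-complex controls.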
# FLuc counter – qHTS profiling assay for firefly luciferase inhibitor/activator using purifed enzyme and Km concentrations of substrates (counterscreen for miR-21 project); Potency, µM (titrated, usually from 57.5 µM), without a hit: at the highest dose activity change, negative = inhibition, usual class: inhibitors; purified FLuc, Km substrates, luminescence inhibition; AID 588342, 2011; actives 6.9% (n = 360,000);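 note: plate controls were vehicle for no effect and reference inhibitor for full effect; nearly all actives have a fitted effect of over 55% in size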
# Target sequence (P08659 whole entry, looked up): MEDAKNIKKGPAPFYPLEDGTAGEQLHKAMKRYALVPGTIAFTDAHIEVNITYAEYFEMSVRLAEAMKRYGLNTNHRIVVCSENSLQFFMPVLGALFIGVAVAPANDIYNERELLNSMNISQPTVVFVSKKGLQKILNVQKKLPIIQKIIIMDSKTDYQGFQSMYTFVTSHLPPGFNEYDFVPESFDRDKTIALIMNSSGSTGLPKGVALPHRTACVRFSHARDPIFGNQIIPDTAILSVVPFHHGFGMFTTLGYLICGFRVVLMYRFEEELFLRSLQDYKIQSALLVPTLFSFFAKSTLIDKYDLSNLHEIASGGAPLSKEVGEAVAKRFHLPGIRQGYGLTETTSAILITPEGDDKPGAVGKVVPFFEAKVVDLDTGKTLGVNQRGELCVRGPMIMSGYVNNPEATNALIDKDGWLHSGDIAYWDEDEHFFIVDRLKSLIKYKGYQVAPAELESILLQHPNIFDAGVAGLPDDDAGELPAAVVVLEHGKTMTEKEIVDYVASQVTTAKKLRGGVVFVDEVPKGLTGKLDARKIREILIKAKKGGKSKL
#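 Purified P. pyralis luciferase (10nM final) with 10uM D-luciferin and 10uM ATP (Km levels) in 50mM Tris acetate pH 7.5, 10mM Mg acetate, 0.01% Tween-20, 0.05% BSA; qHTS 6-point titration, ~60 µM downward; luminescence read.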
# RORgamma inh – qHTS for inhibitors of ROR gamma transcriptional activity; Potency, µM (series often up to 53.6 µM), for inactives: at the highest dose activity change, negative = inhibition, hits mostly inhibitors; actives 5.4% (n = 310,000); AID 2551, 2010; Drosophila S2 Gal4-RORgamma UAS-luciferase reporter, 20 h; Nuclear receptor ROR-gamma (Mus musculus), P51450; note: % is set by controls: 0 for no effect and ±100 for the full control effect; nearly all actives have a fitted effect of over 60% in size
#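 Schneider cells (Drosophila), stable Gal4 DBD–ROR gamma + UAS-luc; 1 hr cmpd preincubation; Cu2+ induction 700 uM final; 20 hr ambient; luminescence.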
# BRCA1 expr act – qHTS Assay to Identify Small Molecule Activators of BRCA1 Expression; MCF7-BRCA1-FFLuc reporter, luminescence, 48 h; response scale: scaled: vehicle 0%, 10 µM genistein 100%; Potency, µM (highest dose often 46.1 µM), without a hit: top-dose activation, most hits filed as activators; actives 1.1% (n = 380,000); AID 624202, 2012; note: nearly all actives have a fitted effect of over 80% in size; some results filed as inactive show a strong effect at the top dose
#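 MCF7 cells carrying a BRCA1-firefly luciferase reporter (2000 cells/well, phenol-red free MEM) were attached for 2 h at 37 °C, then given compounds for 48 h. Luminescence was read 15 min after luciferase reagent; activity normalized to genistein (10 microM) and DMSO.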
# * marks the source's active call; other numbers are inactive results; u = inconclusive; x = not tested or not shown; & = joins results of further samples; [ ] = another dose, or the depositor's remark. Unless noted, calls come from the whole dose curve; as a rule, active = well fitted curve in the direction sought with a large enough effect; inconclusive = small, poorly fitted or top-dose-only effect, or another doubt; inactive = no such curve, though single readings can be large; an effect the other way counts as inactive or inconclusive. Potency is the fitted concentration of half-maximal effect. The list is partial; rates above refer to the full screens.
mol,ELG1 genotox,Rab9 promoter act,uPA generation,MLL CXXC-DNA inh,p53 reactivation,NPC1 prom act,VP16 counter,MBNL1 CUG block,FLuc counter,RORgamma inh,BRCA1 expr act
CC1CN(C(=O)Cn2c(=O)oc3ccccc32)CC(C)O1 (configuration not stated),-4%,2%,0%,10%,5%,0%,2%,2%,-1%,-6%,6%
O=C(CSc1n[nH]c(-c2ccncc2)n1)c1ccccc1,-2%,1%,-21%,3%,-1%,-1%,18%,-7%,-5%,u,7%
CNCC(=O)N1CCN(c2ncc(C(F)(F)F)cc2Cl)CC1,-5%,-2%,5%,3%,21%,-4%,-8%,x,-1%,22%,-1%
O=C(CN1CCOCC1)N/N=C/c1ccc(C(=O)O)cc1,u,21%,-17%,0%,0%,16%,-7%,2%,u,9%,3%
O=C(N/N=C/c1ccc(F)cc1)c1ccccc1,u,2µM*,u,-9%,19%,2.8µM*,-1%,3%,12µM*,-30%,u
CCC1=C2CC[C@H]3C(=O)NC(=O)[C@H]3[C@H]2[C@@]2(Cc3ccccc3)C(=NCC(=O)OC)OC(=O)N2C1=O,0%,-3%,-1%,11%,-1%,1%,1%&-5%,-6%,0%,2%&-13%,7%
OCc1ccccc1N=c1ssnc1Cl,1%,5%,x,-1%,-5%,-5%,-5%,-2%,u,0%,x
O=C(N[C@@H](Cc1ccccc1)C(=O)OCc1ccccc1)c1nc[nH]c1C(=O)NC(c1ccccc1)c1ccccc1,-6%,3%,3%,12%,0%,-1%,5.6µM*,-7%,-1%,3.5µM*,-37%
CCOc1ccccc1NC(=O)Cn1nnc(C(=O)Nc2ccc(C)cc2)c1N,1%,-3%,0%,58%[activator],4%,-4%,-5%,-5%,-4%,-26%,-15%
CCOC(=O)Cn1c2c(c(-c3ccccc3OC)cc1=O)CCCC2,2%,0%,6%,1%,23%,0%,24%,0%,u,20%,-4%
CC(NC(=O)C(C)N1CCN(Cc2ccccc2)CC1)c1ccccc1 (configuration not stated),1%,0%,2%,10%,-10%,1%,-15%,-8%,1%,0%,-10%
O=C(COc1ccc2c(c1)oc(=O)c1ccccc12)NCCN1CCOCC1,1%,0%,-5%,-5%,21%,-3%,3%,-7%,-9%,5%,24%
Cc1ccc(CN2CCN(/N=C/C(Br)=C\c3ccccc3)CC2)cc1,-5%,2%,10%,6%,0%,0%,7%,u,-3%,-7%,-22%
Cc1cc(C)n2nc(C(=O)NCc3ccco3)cc2n1,3%,-6%,1%,u,6%,-4%,-14%,-12%,2%,2%,0%
O=C(CC1C(=O)NCCN1Cc1ccc(-c2ccccc2)cc1)NCc1ccncc1 (configuration not stated),-1%,1%,-9%,-8%,-4%,1%,9%,-5%,-8%,5%,-1%
O=C(NCC#CCOCc1ccccc1)c1ccccc1,4%,1%,2%,4%,2%,-3%,2%,-13%,-17%,3%,12%
CCc1ccc(NC(=O)c2cc(C(C)C)on2)cc1,u,0.63µM*,x,-5%,14%,0.89µM*,-2%,-6%,1.9µM*,19%,u
O=C(CN1C(=O)c2cccc([N+](=O)[O-])c2C1=O)OCC(=O)N1CCCCC1,-3%,21%,0%,x,13%,8%,x,x,8.5µM*,x,-19%
COc1ccc(-c2csc(NC(=O)C(CC(=O)O)N3CCOCC3)n2)cc1 (configuration not stated),4%,1%,1%,12%,-6%,1%,8%,-6%,u,-6%,1%
COC(=O)c1[nH]c2ccccc2c1CN1CCOCC1,-2%,0%,4%,4%,x,-2%,-11%,-1%,2%,-14%,2%
CCOC(=O)C1(CCCc2ccccc2)CCN(C2CCSCC2)CC1,-9%,-2%,-23%,-2%,5%,-2%,-8%,16%,0%,0%,-39%
COc1cc(OC)cc(-c2nc3nc(C)c(CCC(=O)NCC(OC)OC)c(C)n3n2)c1,-11%,-1%,1%,8%,1%,0%,7%,-3%,-2%,2%,-2%
CCSc1nc(N)c(C#N)c(-c2ccco2)c1C#N,3%,-2%,-4%,-2%,-10%,-3%,u,82%[activator],-17%,7%,-37%
Nc1nnc(SCC(=O)NN2C(=O)NC3(CCCCC3)C2=O)s1,-1%,1%,1%,-2%,1%,-2%,-4%,x,1%,10%,-20%
O=C(COc1ccc(/C=N/NS(=O)(=O)c2ccccc2)cc1)N1CCOCC1,5%,1%,6%,u,-6%,-3%,-11%,u,-12%,12%,23%
COc1cc(/C=N/NC(=O)CNc2n[nH]c(=O)[nH]c2=O)ccc1O,1%,0%,3%,u,1%,-4%,-4%,2%,-2%,-14%,-13%
O=C1CCC2=C(CCCC2=O)N1,1%,-7%,1%,-11%,3%,0%,-9%,1%,0%,-15%,-1%
O=C(Nc1cccn(Cc2cccc(F)c2)c1=O)NC1CCCCC1,-2%,0%,-13%,-2%,-2%,0%,-8%,-1%,u,u,-5%
CC(C)CCNC(=O)C(c1ccncc1)N(C(=O)Cn1nnc(-c2ccc(F)cc2)n1)c1ccccc1F (configuration not stated),0%,0%,-2%,22%,4%,-6%,7%,-8%,-1%,-2%,3%
CCCCn1c(N)c(N(CCOC)C(=O)c2ccc(S(=O)(=O)N3CCCCC3)cc2)c(=O)[nH]c1=O,-9%,-2%,1%,x,10%,-4%,x,x,9%,x,3%

# Among those listed so far, two contain a COOH group.
mol,ELG1 genotox,Rab9 promoter act,uPA generation,MLL CXXC-DNA inh,p53 reactivation,NPC1 prom act,VP16 counter,MBNL1 CUG block,FLuc counter,RORgamma inh,BRCA1 expr act
O=C(CN1CCOCC1)N/N=C/c1ccc(C(=O)O)cc1,u,21%,-17%,0%,0%,16%,-7%,2%,u,9%,3%
COc1ccc(-c2csc(NC(=O)C(CC(=O)O)N3CCOCC3)n2)cc1 (configuration not stated),4%,1%,1%,12%,-6%,1%,8%,-6%,u,-6%,1%

# (list continues)
mol,ELG1 genotox,Rab9 promoter act,uPA generation,MLL CXXC-DNA inh,p53 reactivation,NPC1 prom act,VP16 counter,MBNL1 CUG block,FLuc counter,RORgamma inh,BRCA1 expr act
Cc1ccc2c(c1)c(C1=NC(=S)NC1=O)c(O)n2C,1%,-6%,6%,19%,7%,-6%,-4%,u,-7%,4%,-45%
Cc1cc(C)cc(OCC(=O)OCC(=O)NCc2cccs2)c1,2%,-5%,-1%,15%,5%,5%,1%,-10%,-1%,0%,8%
CCOC(=O)Cc1csc(NC(=O)CSc2nnc(-c3ccc(F)cc3)o2)n1,1%,0%,-25%,-25%,8%,-1%,u,0%,-13%,4µM*,-2%
COc1ccccc1N1CC(C)(C)C(=O)N(C(=O)c2ccc(C)cc2)C1=S,-1%,-3%,-8%,43%[activator],4%,7%,2%,-13%,0%,-1%,-28%
CC(=O)C1=C(C)Nc2ncnn2C1c1ccc(C)cc1 (configuration not stated),3%,2%,17%,-9%,7%,-5%,3%,-12%,-1%,21%,7%
O=C(c1ccco1)N1CCN(C(=O)c2ccc(Cn3cc(Br)cn3)o2)CC1,5%,3%,-1%,15%,5%,-4%,-1%,-25%,-1%,-2%,-8%

# Of the compounds above, 3 contain a furan ring, fused or not:
mol,ELG1 genotox,Rab9 promoter act,uPA generation,MLL CXXC-DNA inh,p53 reactivation,NPC1 prom act,VP16 counter,MBNL1 CUG block,FLuc counter,RORgamma inh,BRCA1 expr act
Cc1cc(C)n2nc(C(=O)NCc3ccco3)cc2n1,3%,-6%,1%,u,6%,-4%,-14%,-12%,2%,2%,0%
CCSc1nc(N)c(C#N)c(-c2ccco2)c1C#N,3%,-2%,-4%,-2%,-10%,-3%,u,82%[activator],-17%,7%,-37%
O=C(c1ccco1)N1CCN(C(=O)c2ccc(Cn3cc(Br)cn3)o2)CC1,5%,3%,-1%,15%,5%,-4%,-1%,-25%,-1%,-2%,-8%
